12-hLO inh – qHTS Assay for Inhibitors of 12-hLO (12-human lipoxygenase); purified 12-hLO, xylenol orange hydroperoxide absorbance; Potency, µM (doses to about 57.1 µM), for the others: top-dose activity change, negative = inhibition, usual class: inhibitors; 0.12% of 150,000 active; note: potency is the fitted concentration of half-maximal effect; nearly all actives have a fitted effect of over 55% in size; many of its hits are not listed in these tables
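150 nM 12hLO, 25 mM Hepes pH 7.0 + 0.01% Triton X-100; cpd preinc 15 min RT; 40 uM arachidonic acid, 30 min RT; Fe-XO 30 min; A573/A405 ratio as read-out.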
PNC assembly inh – High Content Assay for Compounds that inhibit the Assembly of the Perinucleolar Compartment; 3.1% of 140,000 active; activity change (PNC), negative = inhibition, % at 10 µM; PC3M PTB-GFP, PNC prevalence imaging, 16 h; active compounds read low;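 active = readout at or below -70, meaning at least 70% loss of cells showing the perinucleolar compartment, a nuclear body marking cancer cells; inconclusive = readout between -30 and a set limit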;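 note: plate controls were DMSO wells for no effect and camptothecin positive control wells for full effect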
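PC3M cells stably expressing PTB-GFP, 750–1000 cells/well, treated 16 h at 37 °C with compound (23 nl of library stock), in duplicate. After paraformaldehyde fixation and Hoechst stain, imaged at 20x; PNC prevalence scored by image analysis.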
15-hLO-2 inh – qHTS Assay for Inhibitors of 15-hLO-2 (15-human lipoxygenase 2). purified 15hLO-2, xylenol orange hydroperoxide absorbance. Potency, µM (titrated, usually from 57.1 µM), inactives show at the highest dose activity change, negative = inhibition, actives largely listed as inhibitors. 0.56% of 110,000 active. AID 881, 2007; note: potency is the fitted concentration of half-maximal effect; nearly all actives have a fitted effect of over 60% in size; many of its hits are not listed in these tables
Target sequence (O15296 whole entry, looked up): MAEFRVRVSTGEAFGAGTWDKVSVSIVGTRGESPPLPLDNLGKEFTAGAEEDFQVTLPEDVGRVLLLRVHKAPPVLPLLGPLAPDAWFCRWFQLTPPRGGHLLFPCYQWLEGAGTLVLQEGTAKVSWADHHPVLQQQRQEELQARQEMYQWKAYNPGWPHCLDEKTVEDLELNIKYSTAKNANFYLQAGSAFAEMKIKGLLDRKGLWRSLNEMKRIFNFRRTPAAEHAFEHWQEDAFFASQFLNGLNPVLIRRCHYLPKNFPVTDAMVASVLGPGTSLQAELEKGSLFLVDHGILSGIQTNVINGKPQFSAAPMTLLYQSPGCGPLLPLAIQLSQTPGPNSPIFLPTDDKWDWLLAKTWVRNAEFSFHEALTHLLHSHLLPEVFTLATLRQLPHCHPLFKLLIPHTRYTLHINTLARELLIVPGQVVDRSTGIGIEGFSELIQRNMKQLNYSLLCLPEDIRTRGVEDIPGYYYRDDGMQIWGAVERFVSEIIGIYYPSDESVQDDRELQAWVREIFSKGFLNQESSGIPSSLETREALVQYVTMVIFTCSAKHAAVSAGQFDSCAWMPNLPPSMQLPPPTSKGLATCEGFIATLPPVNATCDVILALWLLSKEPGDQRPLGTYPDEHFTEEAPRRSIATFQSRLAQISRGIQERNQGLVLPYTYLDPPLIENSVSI
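Screening format was qHTS against 50 nM purified 15hLO-2 in Hepes pH 7.5 with detergent. Activity follows hydroperoxide formation from 45 uM arachidonic acid, measured as 573:405 nm absorbance ratio of the ferric-xylenol orange complex.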
IMPase inh – qHTS Assay for Identifying the Cell-Membrane Permeable IMPase Inhibitors. AID 901, 2007. inhibition (IP1 accumulation), % at 46.1 µM. 120,000 tested, under 10 active. CHO-M1 cells, IP1 accumulation, HTRF TR-FRET ratio. Inositol monophosphatase 1 (Rattus norvegicus), P97697; active = well fitted curve in the direction sought with a large enough effect in the signal ratio, not every such curve was filed as active; inconclusive = small, poorly fitted or top-dose-only effect, or a change in a side signal; inactive = no such curve, though single readings can be large or run the other way; the % refers to the signal ratio;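 note: cells stimulated with carbachol in lithium chloride buffer; plate controls were DMSO basal wells for no effect and reference inhibitor wells for full effect; higher means more IMPase inhibition seen as more IP1 and lower FRET ratio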
Target sequence (P97697 whole entry, looked up): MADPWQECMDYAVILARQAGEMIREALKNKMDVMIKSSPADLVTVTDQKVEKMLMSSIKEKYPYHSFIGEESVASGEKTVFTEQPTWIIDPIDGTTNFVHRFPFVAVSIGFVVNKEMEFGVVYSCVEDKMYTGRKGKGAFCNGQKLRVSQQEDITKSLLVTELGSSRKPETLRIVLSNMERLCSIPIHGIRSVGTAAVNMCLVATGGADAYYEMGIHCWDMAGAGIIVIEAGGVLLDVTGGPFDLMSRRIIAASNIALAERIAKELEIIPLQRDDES
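Elevated IP1 in lysates lowers TR-FRET signal (665/620 ratio and 620 channel reported). Cells were CHO-M1, given carbachol (50 uM as added) plus 50mM LiCl, pH 7.4, 30 min, 37C; compounds titrated up to 46 uM; AC50 by Hill equation.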
* = called active by the depositor; [ ] = another dose, or the depositor's remark. Unless noted, calls come from the whole dose curve; as a rule, active = well fitted curve in the direction sought with a large enough effect; inconclusive = small, poorly fitted or top-dose-only effect, or another doubt; inactive = no such curve, though single readings can be large; an effect the other way counts as inactive or inconclusive. Unless noted, % is set by controls: 0 for no effect and ±100 for the full control effect. Rows are unselected, and some 3.1% of all compounds hit somewhere here.

Screening Cc1ccnn1CC(=O)N/N=C/c1ccco1 returned 12-hLO inh -2.9%, PNC assembly inh 36.7, 15-hLO-2 inh -1.3% and IMPase inh -2.9.
`N#C/C(=C\c1ccc(-c2ccc(S(=O)(=O)N3CCOCC3)cc2)o1)C(=O)NC1CC1` gave 12-hLO inh -1.6% and PNC assembly inh -16.9.
Screening CCN(CC)C(=O)CN(c1cc(Cl)ccc1OC)S(C)(=O)=O returned 12-hLO inh 0.2%, PNC assembly inh 78.9 and IMPase inh 0.1.
Screening C=CCn1c(=O)c2ccc(C(=O)NCc3ccccc3)cc2n(Cc2ccc(Cl)cc2)c1=O returned 12-hLO inh -0.1% and PNC assembly inh -1.2.
`COC(=O)c1cc2ccsc2n1Cc1nc(-c2ccc(OC)cc2)oc1C` gave 12-hLO inh -3.4%, PNC assembly inh 12.7, 15-hLO-2 inh 2.1%[2.29 µM] and IMPase inh 8.2.
`CNc1ccc(Br)cc(C(=O)/C=C/c2ccc(OC)cc2)c1=O` gave 12-hLO inh -17.3% and PNC assembly inh -109.0*.
`Cc1cc(Cl)ccc1NC(=O)C1CCCN1C(=O)c1cccs1` (stereo not drawn) gave 12-hLO inh -1.5% and PNC assembly inh inconclusive.
For CCOC(=O)n1c(SCC(N)=O)nc2ccccc21 the results were 12-hLO inh 1.7%, PNC assembly inh 44.4, 15-hLO-2 inh -5.9% and IMPase inh -0.6.
O=C1CCC/C(=N\NC(=O)c2ccc(NS(=O)(=O)c3ccc(Br)cc3)cc2)C1 was read as 12-hLO inh -3.7% and PNC assembly inh 64.4.
For COc1ccc(OC)c(NC(=O)c2sc3nc(Cc4ccccc4)cc(C(F)(F)F)c3c2N)c1 the results were 12-hLO inh 7.7%, PNC assembly inh 9.0, 15-hLO-2 inh -1.7% and IMPase inh -5.4.

Structural class: the compounds so far with bromine
`CNc1ccc(Br)cc(C(=O)/C=C/c2ccc(OC)cc2)c1=O` gave 12-hLO inh -17.3% and PNC assembly inh -109.0*.
O=C1CCC/C(=N\NC(=O)c2ccc(NS(=O)(=O)c3ccc(Br)cc3)cc2)C1 was read as 12-hLO inh -3.7% and PNC assembly inh 64.4.

The list goes on:
`COc1ccccc1NC(=S)N1CCN(c2ccccn2)CC1` gave 12-hLO inh -4.0% and PNC assembly inh inconclusive.
`CCN1CCN(C(=O)c2nn(-c3ccc(C)cc3)c(=O)c3c2c2ccccc2n3C)CC1` gave 12-hLO inh -6.5%, PNC assembly inh 58.6, 15-hLO-2 inh 11.7% and IMPase inh -3.6.
O=c1c2ccc(Cl)cc2[nH]c(=S)n1CCC1=CCCCC1 was read as 12-hLO inh -0.5%, PNC assembly inh 21.5 and IMPase inh 2.7.
For CSc1ccc(/C=C(\C#N)C(=O)NC2CCCCC2)cc1 the results were 12-hLO inh -3.8% and PNC assembly inh inconclusive.
CSCCC1NC(=O)N(CC(=O)Nc2cccc3ccccc23)C1=O (stereo not drawn) was read as 12-hLO inh -2.7%, PNC assembly inh 22.8, 15-hLO-2 inh -17.2% and IMPase inh 2.7.
`Cc1ccc2cc(C)c(NCCO)nc2c1` gave 12-hLO inh -1.4%, PNC assembly inh 2.9, 15-hLO-2 inh -1.9% and IMPase inh -2.3.
Screening COc1ccccc1C(=O)Nn1c(-c2cccs2)nc2ccccc2c1=O returned 12-hLO inh -2.8% and PNC assembly inh -26.6.
Screening S=c1[nH]nc(-c2ccc3c(c2)OCO3)n1-c1ccccc1 returned 12-hLO inh -6.6%, PNC assembly inh inconclusive and IMPase inh -14.1.
Screening Cc1ccnc(NS(=O)(=O)c2cccc3nsnc23)c1 returned 12-hLO inh 0.5%, PNC assembly inh -11.6, 15-hLO-2 inh -7.7% and IMPase inh -3.4.
O=C(Nc1ncc(Cc2ccc(SC(F)F)cc2)s1)c1ccccc1 was read as 12-hLO inh -2.4%, PNC assembly inh 10.8, 15-hLO-2 inh 25.2% and IMPase inh 11.9.
For COCc1nc2c([nH]1)c(=O)n(C)c(=O)n2CC(C)C the results were 12-hLO inh -2.9%, 15-hLO-2 inh 14.0% and IMPase inh -5.4.
`O=C1CS/C(=C\S(=O)(=O)c2ccc(Cl)cc2)N1` gave 12-hLO inh inconclusive, PNC assembly inh 42.5, 15-hLO-2 inh -7.9% and IMPase inh -0.1.
CCC1=C2CC[C@H]3C(=O)N(CC)C(=O)[C@H]3[C@H]2[C@@]2(C)C(=NCC(=O)OC)OC(=O)N2C1=O was read as 12-hLO inh 1.2% and 15-hLO-2 inh 6.3%.
Screening COc1cc(NC(=O)CN(c2ccc(C)cc2)S(=O)(=O)c2c(C)nn(C)c2C)cc(OC)c1 returned 12-hLO inh inconclusive, PNC assembly inh -6.5, 15-hLO-2 inh -3.9% and IMPase inh 7.7.
COc1ccc(/C=C2/N=C(SCC(=O)Nc3cc(C)on3)N(c3ccccc3)C2=O)cc1 was read as 12-hLO inh 0.3%, PNC assembly inh 2.9 and IMPase inh -7.8.
Screening Cc1cccc(C)c1-n1nnnc1C1(Nc2ccccc2)CCCCC1 returned 12-hLO inh -1.9%, PNC assembly inh -18.0, 15-hLO-2 inh -11.6% and IMPase inh 6.3.
For Cc1c(NC(=O)C(C)OC(=O)c2ccc(Cl)nc2)c(=O)n(-c2ccccc2)n1C (stereo not drawn) the results were 12-hLO inh -6.8% and PNC assembly inh inconclusive.
CCCCSc1nnc([C@H](C)NC(=O)OC(C)(C)C)o1 was read as 12-hLO inh 2.2%, PNC assembly inh inconclusive, 15-hLO-2 inh 5.3%[2.29 µM] and IMPase inh -1.8.
For O=C1c2ccccc2C(Nc2ccc(S(=O)(=O)N3CCOCC3)cc2)N1c1cccnc1 (stereo not drawn) the results were 12-hLO inh -0.2%, PNC assembly inh 10.6, 15-hLO-2 inh -2.1% and IMPase inh 4.4.
For O=S(=O)(c1cccc(Cl)c1Cl)N1CCCCC1 the results were 12-hLO inh -7.4%, PNC assembly inh 9.8, 15-hLO-2 inh -1.6% and IMPase inh 0.4.
For Cc1cc(-c2nc3cccnc3s2)ccc1NS(=O)(=O)c1ccc2c(c1)OCCO2 the results were 12-hLO inh -8.6%, PNC assembly inh 10.5, 15-hLO-2 inh -5.4% and IMPase inh 1.7.
CN1c2ccccc2N(C)C1(C)c1ccccc1 was read as 12-hLO inh -11.5% and PNC assembly inh -6.9.
For COc1cc([N+](=O)[O-])cc(/C=N/NC(=O)C(C)Nc2ccccc2C)c1O (stereo not drawn) the results were 12-hLO inh -5.4% and PNC assembly inh -16.1.
For CCOc1ccc2nc(N3C(=O)/C(=C/c4ccccc4)NC3=S)sc2c1 the results were 12-hLO inh 4.5%, PNC assembly inh 71.3 and IMPase inh -1.2.
`CCN(Cc1ccccc1)C(=O)c1ccccc1C` gave 12-hLO inh -5.0%, PNC assembly inh -24.3, 15-hLO-2 inh 1.4% and IMPase inh inconclusive.
COC(=O)c1c(NC(=O)CSc2nnnn2-c2ccccc2)sc2c1CCC(C)C2 (stereo not drawn) was read as 12-hLO inh -2.4%, PNC assembly inh 112.2, 15-hLO-2 inh -5.1% and IMPase inh 0.1.
COCCn1c(=NC(=O)c2ccc(S(=O)(=O)N3CCCc4ccccc43)cc2)sc2cc(S(C)(=O)=O)ccc21 was read as 12-hLO inh 0.5% and PNC assembly inh inconclusive.
For O=C(/N=C1\NC(=O)C(F)(C(F)(F)F)S1)NC1CCCCC1 (stereo not drawn) the results were 12-hLO inh -11.5%, PNC assembly inh 16.7, 15-hLO-2 inh -14.0% and IMPase inh -3.2.
`CCC1=C2CC[C@H]3C(=O)N(c4ccccc4)C(=O)[C@H]3[C@H]2[C@@]2(Cc3ccccc3)C(=NCc3ccccc3)OC(=O)N2C1=O` gave 12-hLO inh 2.0% and 15-hLO-2 inh -7.9%.
For CSc1nnc2c(n1)OC(c1cn(C)c3ccccc13)N(C(C)=O)c1ccccc1-2 (stereo not drawn) the results were 12-hLO inh -2.6%, PNC assembly inh inconclusive, 15-hLO-2 inh -4.2% and IMPase inh -5.8.

Overlap with the part before: 2 entries, followed by the next part.
`CCC1=C2CC[C@H]3C(=O)N(c4ccccc4)C(=O)[C@H]3[C@H]2[C@@]2(Cc3ccccc3)C(=NCc3ccccc3)OC(=O)N2C1=O` gave 12-hLO inh 2.0% and 15-hLO-2 inh -7.9%.
For CSc1nnc2c(n1)OC(c1cn(C)c3ccccc13)N(C(C)=O)c1ccccc1-2 (stereo not drawn) the results were 12-hLO inh -2.6%, PNC assembly inh inconclusive, 15-hLO-2 inh -4.2% and IMPase inh -5.8.
For Cc1ccn(CC(=O)O)c(=O)c1 the results were 12-hLO inh -1.8%, PNC assembly inh inconclusive, 15-hLO-2 inh -4.0% and IMPase inh 5.4.
Cc1cc(OCCCC(=O)NCCN2C(=O)S/C(=C\c3cccnc3)C2=O)ccc1Cl was read as 12-hLO inh 1.4% and PNC assembly inh inconclusive.
COC(=O)c1c(C)[nH]c(C(=O)/C=C/c2ccc(Cl)cc2)c1C was read as 12-hLO inh -5.4%, PNC assembly inh 0.4 and IMPase inh 5.7.
For CCCC(=O)Nc1ccc(Cl)c(NC(=S)NC(=O)c2cc3ccccc3o2)c1 the results were 12-hLO inh 4.7%, PNC assembly inh 1.9 and IMPase inh 2.0.
`COc1ccccc1CNC(=O)CCCOc1cc(=O)n(C)c2ccccc12` gave 12-hLO inh -3.9%, PNC assembly inh 1.0, 15-hLO-2 inh 4.0% and IMPase inh 4.6.
O=C(c1cc(-c2ccccc2Cl)on1)N1CCN(C(=O)c2ccco2)CC1 was read as 12-hLO inh -2.5%, PNC assembly inh inconclusive, 15-hLO-2 inh 0.2% and IMPase inh 1.6.
CCOC(=O)N1CCC(NC(=O)Cn2cc3c(n2)CCCC3)CC1 was read as 12-hLO inh -0.6%, PNC assembly inh -17.6, 15-hLO-2 inh 0.1% and IMPase inh -3.3.
For Nc1ccccc1C(=O)N(Cc1ccccc1)Cc1ccccc1 the results were 12-hLO inh -1.4%, PNC assembly inh -100.0* and IMPase inh 6.3.
`COc1ccc(CN(Cc2cc3cc4c(cc3[nH]c2=O)OCO4)C(=O)NC2CCCCC2)cc1` gave 12-hLO inh -3.7%, PNC assembly inh -97.0*, 15-hLO-2 inh 8.5%[11.4 µM] and IMPase inh -2.9[1.84 µM].
Screening CCOc1ccc(-n2c(=O)[nH]cc(C(=O)N3CCc4ccccc43)c2=O)cc1 returned 12-hLO inh -6.8%, PNC assembly inh 25.3, 15-hLO-2 inh -6.4% and IMPase inh 2.5.
`COc1ccc2c(C)cc(SCC#N)nc2c1` gave 12-hLO inh -7.9%, PNC assembly inh 34.7, 15-hLO-2 inh 4.1% and IMPase inh 7.1.
Screening CCOC(=O)c1c(C)n(C)c2ccc(O)c(CN3CCC(C)CC3)c12 returned 12-hLO inh -3.5%, PNC assembly inh 34.6, 15-hLO-2 inh 10.9%[2.29 µM] and IMPase inh -1.4.
`CS(=O)(=O)N(Cc1ccccc1Cl)c1ccc(C(=O)NCc2ccccn2)cc1` gave 12-hLO inh 0.3% and PNC assembly inh 4.0.
`O=C1C(Cl)=C(NCC2CCCO2)C(=O)N1C1CCCCC1` (stereo not drawn) gave 12-hLO inh 1.3%, PNC assembly inh 58.7, 15-hLO-2 inh -21.5% and IMPase inh 2.6.
COc1ccc(CCNC(=O)CSc2ccc3ccccc3c2)cc1OC was read as 12-hLO inh -2.0%, PNC assembly inh 15.8 and IMPase inh inconclusive.
O=C(c1sc2ccccc2c1Cl)N1CCN(c2ccccc2F)CC1 was read as 12-hLO inh -2.5%, PNC assembly inh 56.0 and IMPase inh 29.3.
`O=C(CN(Cc1ccccc1)S(=O)(=O)c1ccccc1)N/N=C/c1ccc([N+](=O)[O-])cc1` gave 12-hLO inh -13.5% and PNC assembly inh 4.2.

Assay outcomes as filed in PubChem.
